Pol iota inh: blocks human DNA polymerase iota activity; Q9UNA4; Pol iota fluorescent replication assay, 10 min; Potency, µM (highest dose often 115 µM), without a hit: at the top dose activity, negative = inhibition, most hits filed as inhibitors; 390,000 compounds, 1% hits; AID 588590; also: potency is read from the fitted curve at half-maximal effect
Target sequence (Q9UNA4 whole entry, looked up): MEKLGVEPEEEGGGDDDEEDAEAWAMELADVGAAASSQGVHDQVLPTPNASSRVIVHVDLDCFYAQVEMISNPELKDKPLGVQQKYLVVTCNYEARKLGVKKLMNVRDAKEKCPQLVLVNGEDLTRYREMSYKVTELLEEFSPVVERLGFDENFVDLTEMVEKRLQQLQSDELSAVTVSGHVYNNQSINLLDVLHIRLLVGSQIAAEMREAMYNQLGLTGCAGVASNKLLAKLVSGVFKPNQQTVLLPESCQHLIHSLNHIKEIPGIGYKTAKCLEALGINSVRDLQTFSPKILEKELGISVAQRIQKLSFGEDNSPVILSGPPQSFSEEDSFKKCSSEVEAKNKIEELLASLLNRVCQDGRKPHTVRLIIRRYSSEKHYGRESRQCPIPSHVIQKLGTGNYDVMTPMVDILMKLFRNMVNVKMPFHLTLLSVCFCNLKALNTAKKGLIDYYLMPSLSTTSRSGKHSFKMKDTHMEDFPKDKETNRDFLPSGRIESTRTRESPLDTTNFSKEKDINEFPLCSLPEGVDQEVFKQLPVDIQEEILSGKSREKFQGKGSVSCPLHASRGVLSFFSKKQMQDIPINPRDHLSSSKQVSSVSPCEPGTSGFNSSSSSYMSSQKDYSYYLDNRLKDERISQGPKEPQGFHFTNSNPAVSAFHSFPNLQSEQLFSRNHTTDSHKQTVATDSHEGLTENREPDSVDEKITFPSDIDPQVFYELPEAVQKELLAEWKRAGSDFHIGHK
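Fluorescent replication assay read twice, at 0 min and 10 min after adding 50 nM (final) substrate. Enzyme (10 nM) and compounds were first incubated 15 min at room temperature; enzyme-free buffer wells were negative controls.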
BLM inh: blocks DNA unwinding by human BLM helicase. P54132. recombinant BLM DNA unwinding, fluorescence dequenching. Potency, µM (titrated, usually from 56.1 µM), for the others: top-dose activity change, negative = inhibition, actives largely listed as inhibitors. 350,000 compounds, 0.2% hits;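 also: potency is read from the fitted curve at half-maximal effect; plate controls were vehicle for no effect and no enzyme for full effect; nearly all actives have a fitted effect of over 35% in size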
RXFP1 antag: RXFP1 (human) relaxin receptor antagonism; 350,000 compounds, 0.59% hits; HEK293-RXFP1, relaxin-stimulated cAMP HTRF, 30 min; stronger effect = lower value; Q9HBX9; AID 1259400; activity change, negative = inhibition, % at 57.5 µM;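 active = activity change of -60% or lower, but not beyond a set lower limit; inconclusive = change between -60% and -40%, or beyond the set limit; inactive = change above -40%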; also: % is scaled to controls: 0 for no effect and ±100 for the full control effect
POLH inh: inhibitors of human DNA polymerase eta | Potency, µM (series often up to 114 µM), without a hit: at the highest dose activity change, negative = inhibition, most hits filed as inhibitors | recombinant Pol eta, fluorescent DNA replication assay | 390,000 compounds, 1.2% hits | Q9Y253; also: potency is read from the fitted curve at half-maximal effect; % is scaled to controls: 0 for no effect and ±100 for the full control effect
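Fluorescent replication assay: 50 nM final substrate added after a 15 min room-temperature compound preincubation with 10 nM enzyme. Signal taken at 0 min and again at 10 min.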
POLK inh: DNA polymerase kappa (human) inhibition; Potency, µM (series often up to 107 µM), for the others: top-dose activity, negative = inhibition, actives largely listed as inhibitors; 400,000 compounds, 0.53% hits; purified Pol kappa, fluorescent DNA synthesis assay, 10 min; also: potency is read from the fitted curve at half-maximal effect; % is scaled to controls: 0 for no effect and ±100 for the full control effect
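Pol kappa 10 nM + cpd, 15 min RT; start w/ substrate 50 nM final; fluorescence kinetic read, 0 and 10 min. Neg ctrl: buffer, no enzyme.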
Tb PGK inh: T. brucei PGK inhibition; P07378; PGK/GAPDH coupled, Kinase-Glo luminescence, 60 min; Potency, µM (doses to about 57.5 µM), for inactives: at the highest dose activity change, negative = inhibition, most hits filed as inhibitors; 380,000 compounds, 0.043% hits; also: potency is read from the fitted curve at half-maximal effect; % is scaled to controls: 0 for no effect and ±100 for the full control effect; nearly all actives have a fitted effect of over 60% in size
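Recombinant glycosomal PGK reaction used 1,3-bisphosphoglycerate generated in-well by GAPDH (100nM final) in 100mM TEA pH 7.6, 5mM MgCl2, 0.01% Tween-20. After 60 minutes at room temperature, ATP was read by Kinase-Glo Plus luminescence end-point.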
Apoferritin bind: candidate novel general anesthetic via apoferritin binding | Potency, µM (highest dose often 77.5 µM), for inactives: at the highest dose activity change, negative = displacement, most hits filed as inhibitors | AID 485281 | 350,000 compounds, 0.074% hits | apoferritin/1-aminoanthracene competitive binding, fluorescence; also: potency is read from the fitted curve at half-maximal effect; % is scaled to controls: 0 for no effect and ±100 for the full control effect; nearly all actives have a fitted effect of over 20% in size
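In PBS, apoferritin at 10 uM is loaded with 1-AMA from a 50% saturated solution. After 10 min of compound exposure at ambient temperature, reduced 535 nm fluorescence indicates probe displacement.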
APEX1 inh: inhibitors of human APE1 endonuclease | AID 2517 | P27695 | 350,000 compounds, 0.35% hits | recombinant APE1, TAMRA/BHQ-2 abasic DNA cleavage fluorescence | Potency, µM (top dose mostly 65.8 µM), without a hit: at the top dose activity change, negative = inhibition, hits mostly inhibitors;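 also: potency is read from the fitted curve at half-maximal effect; plate controls were vehicle for no effect and reference inhibitor for full effect; nearly all actives have a fitted effect of over 55% in size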
Target sequence (P27695 whole entry, looked up): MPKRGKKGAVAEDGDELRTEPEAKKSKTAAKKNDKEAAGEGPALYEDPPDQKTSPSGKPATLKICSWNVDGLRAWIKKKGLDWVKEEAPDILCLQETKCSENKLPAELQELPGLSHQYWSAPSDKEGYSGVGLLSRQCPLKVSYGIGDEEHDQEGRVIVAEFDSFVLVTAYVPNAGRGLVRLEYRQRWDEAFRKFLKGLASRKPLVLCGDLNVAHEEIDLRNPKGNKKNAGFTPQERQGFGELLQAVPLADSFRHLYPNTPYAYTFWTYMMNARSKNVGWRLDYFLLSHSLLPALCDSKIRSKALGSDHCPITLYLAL
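Readout is kinetic fluorescence (ex 525, em 598 nm) from cleavage of 50 nM TAMRA/BHQ-2 THF abasic duplex by 0.75 nM APE1, compound added 15 min beforehand at RT.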
POLB inh: blocks human DNA polymerase beta activity; 340,000 compounds, 1.3% hits; Potency, µM (titrated, usually from 114 µM), for inactives: top-dose activity change, negative = inhibition, actives largely listed as inhibitors; Pol beta primer extension/strand displacement, fluorescence kinetic; P06746; also: potency is read from the fitted curve at half-maximal effect; % is scaled to controls: 0 for no effect and ±100 for the full control effect
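10 nM enzyme + cpd, 15 min RT; start with substrate 50 nM final; read 0 min and after 10 min RT. Corrected, normalized data; 4-parameter Hill curve fit.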
* hit, by the source's call; i = inactive; u = inconclusive; x = not tested or not shown; & = joins results of further samples; [ ] = another dose, or the depositor's remark. Unless noted, calls follow the shape of the dose curve; as a rule, active = well fitted curve in the direction sought with a large enough effect; inconclusive = small, poorly fitted or top-dose-only effect, or another doubt; inactive = no such curve, though single readings can be large; an effect the other way counts as inactive or inconclusive. The list is partial; the hit share may differ from the screen's.

1. O=C(CSc1nc2c([nH]c3ccccc32)c(=O)n1-c1ccccc1)Nc1ccc2c(c1)OCCO2
2. O=C(Nc1ccc(Cl)c(S(=O)(=O)N2CCCC2)c1)c1cc(=O)[nH]c2ccccc12
3. O=C(Nc1nnc(C2CC2)o1)c1ccc(S(=O)(=O)N2CCCCC2)cc1
4. COc1ccc(-c2csc(NC(=O)C3CC(=O)N(Cc4ccco4)C3)n2)cc1 (stereo not drawn)
5. COc1ccc(-c2cc3c(=O)n(CC(=O)N4CCN(C)CC4)ncn3n2)cc1
6. C/C(N)=C(/C#N)C(=O)COC(=O)CNS(=O)(=O)c1ccc(F)c(F)c1F
7. COC(=O)c1ccc(C2C3=C(Nc4nnnn42)c2ccccc2OC3)cc1 (stereo not drawn)
8. O=C(CSc1nnc2ccccn12)NCCc1ccc(Cl)cc1
9. Cc1ccc(C(=O)Nc2c(-c3cccs3)c(=O)c3ccccc3n2C)cc1
10. COc1ccccc1N1CCN(C(=O)c2cc3cc(F)ccc3[nH]2)CC1
Assay by compound	1	2	3	4	5	6	7	8	9	10
Pol iota inh	12%	-14%	21%	9%	-14%	3%	44%[activator]	139%[activator]	-14%	1%
BLM inh	-1%	x	-3%	-7%	2%	0%	-4%	2%	-1%	-8%
RXFP1 antag	0	-1	-13	9	10	2	-9	-6	-5	u
POLH inh	-10%	-13%	-10%	-11%	-7%	0%	1%	-18%	-11%	-8%
POLK inh	-1%[60.1 µM]	-20%	0%	-23%	-2%	-12%	-14%	-12%	3%	0%
Tb PGK inh	9%	-5%	i	-5%	-4%	-6%	0%	3%	-5%	-8%
Apoferritin bind	45%[activator]	x	-11%	u	-3%	-5%	189%[activator]	-5%	-10%	-11%
APEX1 inh	x	4%	-2%	0%	38%	16%	13%	11%	3%	20%
POLB inh	-13%	x	10%	7%	-18%	-1%	5%	2%	-2%	14%

Given with values under each structure: five of the compounds above
Screens in order – Pol iota inh, BLM inh, RXFP1 antag, POLH inh, POLK inh, Tb PGK inh, Apoferritin bind, APEX1 inh, POLB inh
#7 COC(=O)c1ccc(C2C3=C(Nc4nnnn42)c2ccccc2OC3)cc1 (stereo not drawn)
 : 44%[activator], -4%, -9, 1%, -14%, 0%, 189%[activator], 13%, 5%
#4 COc1ccc(-c2csc(NC(=O)C3CC(=O)N(Cc4ccco4)C3)n2)cc1 (stereo not drawn)
 : 9%, -7%, 9, -11%, -23%, -5%, u, 0%, 7%
#10 COc1ccccc1N1CCN(C(=O)c2cc3cc(F)ccc3[nH]2)CC1
 : 1%, -8%, u, -8%, 0%, -8%, -11%, 20%, 14%
#6 C/C(N)=C(/C#N)C(=O)COC(=O)CNS(=O)(=O)c1ccc(F)c(F)c1F
 : 3%, 0%, 2, 0%, -12%, -6%, -5%, 16%, -1%
#5 COc1ccc(-c2cc3c(=O)n(CC(=O)N4CCN(C)CC4)ncn3n2)cc1
 : -14%, 2%, 10, -7%, -2%, -4%, -3%, 38%, -18%

Additional results follow.
11. CC1(C)OC(C)(C)/C(=C/Nc2ccc(O)cc2)C1=O
12. CCCn1c(SCC(=O)NC2CCCCC2)nnc1-c1ccncc1
13. N=c1c(C(=O)NCCc2ccccc2)cc2c(=O)n3ccccc3nc2n1CCCN1CCOCC1
14. CC(C)(C)c1ccc(OCC(=O)N/N=C/c2cc(Br)ccc2OC(=O)c2ccco2)cc1
15. CC1CCN(C(=O)CN2C(=O)NC3(CCCCCC3)C2=O)CC1
16. CCOC(=O)Cc1ncccc1C(=O)Nc1ccc(Oc2ccccc2)cc1
17. OCC[C@@H]1C[C@@H](O)[C@H](O)[C@@]2(Cc3ccccc3CCO2)O1
18. Cc1oc(-c2ccc(Cl)cc2)nc1CS(=O)CC(=O)NC1CCCCC1 (stereo not drawn)
19. CCOC(=O)C(C)Sc1nc(-c2ccc(OC)cc2)nc2c1c(=O)n(C)c(=O)n2C (stereo not drawn)
20. CCOc1ccccc1CNC(=O)c1cccn1-c1nnc(N2CCCC2)s1
Assay by compound	11	12	13	14	15	16	17	18	19	20
Pol iota inh	u	-2%	58%[activator]	16%	25%	56%[activator]	2%	2%	x	3%
BLM inh	u	0%	34%[activator]	-4%	x	-3%	-1%	3%	-3%	1%
RXFP1 antag	x	7	2	x	-2	-17	x	3	x	-11
POLH inh	18µM*	0%	-11%	-11%	-18%	-11%	-11%	-11%	x	-10%
POLK inh	-28%	-5%	-5%	-12%	-3%	-6%	-1%	4%	x	-2%
Tb PGK inh	-11%	-4%	-1%	-1%	-4%	-9%	-9%	-7%	x	i
Apoferritin bind	-20%	-13%	76%[activator]	-5%	x	-20%	-1%	-18%	0%	-1%
APEX1 inh	13%	-6%	-7%	2%	40%	-2%	23%	-5%	1%	x
POLB inh	u	3%	u	12%	x	3%	1%	-1%	6%	-2%

21. CSc1ncccc1C(=O)N1CCN(S(=O)(=O)c2ccc3c(c2)OCCO3)CC1
22. COc1ccc(NC(=O)c2sc3nc(N4CCOCC4)c4c(c3c2N)CC(C)(C)OC4)c(OC)c1
23. Cc1nn(C)c(Oc2ccc(Cl)cc2)c1C(=O)O
24. COc1ccc(NC(=O)CSc2ccc(F)cc2)cc1S(=O)(=O)N1CCCCC1
25. O=C(CSc1nnnn1Cc1ccccc1)c1ccccc1
26. N#CCC(=O)Nc1ccc(C(=O)NNC(=O)c2ccccc2-n2cccc2)cc1
27. O=Cc1c(Nc2cccc(C(F)(F)F)c2)nc2ccccn2c1=O
28. COc1ccc(OC)c(C(=O)COC(=O)C(CCSC)NC(=O)COc2ccccc2)c1 (stereo not drawn)
29. O=C(COC(=O)/C=C/c1ccc(S(=O)(=O)N2CCOCC2)cc1)NCc1ccccc1
30. Clc1ccc2c(c1)CCc1cccnc1C2=C1CCNCC1
Assay by compound	21	22	23	24	25	26	27	28	29	30
Pol iota inh	14%	25%	7%	-5%	-11%	-18%	147%[activator]	2%	164%[activator]	x
BLM inh	x	-2%	1%	-1%	-4%	x	0%	x	0%	-5%&0%&-5%
RXFP1 antag	-5	-6	8	2	-1	5	-5	1	16	-20
POLH inh	-16%	-5%	5%	-15%	-5%	0%	-9%	-8%	-12%	x
POLK inh	4%	1%	-12%	-9%	-5%	-1%	-13%	-10%	-2%	0%[60.1 µM]
Tb PGK inh	-1%	7%	0%	i	-5%	-5%	-8%	-4%	-1%	x
Apoferritin bind	x	0%	0%	-13%	u	x	9%	x	u	2%&1%&-3%&-4%
APEX1 inh	12%	-6%	4%	3%	-5%	25%	6%	0%	19%	23%&-2%&-9%&-1%
POLB inh	x	0%	0%	12%	-13%	x	42%	x	50%	11%&-9%

Some values from the list.
Under BLM inh, O=C(COC(=O)/C=C/c1ccc(S(=O)(=O)N2CCOCC2)cc1)NCc1ccccc1 is listed with 0%
Under BLM inh, O=Cc1c(Nc2cccc(C(F)(F)F)c2)nc2ccccn2c1=O is listed with 0%

The list goes on.
31. CCOc1cc(/C=N/NC(=O)C(C)Sc2ccccn2)ccc1O (stereo not drawn)
32. O=C(CCCSc1nnc(Nc2ccccc2F)s1)N1CCOCC1
33. CC(C)NC(=O)NC(=O)CSc1nncn1C
34. O=C(Nc1ccncc1)C1CC(=O)N(c2ccc(F)cc2)C1 (stereo not drawn)
35. CCCN(CC(=O)Nc1ccccc1OC)C(=O)C1CCCC1
36. O=C(N/N=C\c1cccnc1)c1ccc(Cl)s1
37. CCn1c(CN2CCOCC2)nnc1SCC(=O)Nc1ccccc1Cl
38. COc1ccc(-c2nnc(Nc3ccc(OCC(N)=O)cc3)c3ccccc23)cc1
39. COc1ccc2cc3cc(C(=O)Nc4cc(C)c(Cl)cc4OC)oc3nc2c1
40. Cc1ccc(C)c(N2CCN(C(=O)c3cc(S(=O)(=O)N4CCC(C)CC4)cn3C)CC2)c1
Assay by compound	31	32	33	34	35	36	37	38	39	40
Pol iota inh	-2%	-26%	8%	-4%	17%	13%	64%[activator]	-16%	-11%	11%
BLM inh	3%	0%	-16%	-1%	x	1%	0%	-11%	-2%	-9%
RXFP1 antag	0	0	-17	-26	-8	1	-14	-3	x	x
POLH inh	-16%	-12%	-4%	-12%	-12%	-3%	-11%	-5%	0%	-7%
POLK inh	4%	-2%	-4%	-1%	1%	2%	-6%	-8%	-10%	-10%[60.1 µM]
Tb PGK inh	0%	-2%	i	-9%	-1%	-2%	-8%	-2%	i	-7%
Apoferritin bind	1%	-3%	-9%	0%	x	-6%	2%	65%[activator]	2%	-7%
APEX1 inh	5%	0%	-5%	-1%	9%	4%	3%[12.4 µM]	x	x	x
POLB inh	91%	u	2%	40%	x	51%	46%	u	33%	2%

41. CCN1C(=O)CC(C(=O)Nc2ccc(F)cc2)SC1=Nc1ccc2c(c1)OCO2 (stereo not drawn)
42. CCOC(=O)C(C(=O)OCC)C(C)C#CCN1CCCCC1 (stereo not drawn)
43. CCOC(=O)/C(=C\C=C1/Sc2cc(OCC)c(OCC)cc2N1CC)C(C)=O
44. CN(C)/C=C1/C=C(c2ccccc2)OC1=O
45. COC(=O)c1sccc1S(=O)(=O)N1CCN(c2ccccc2)CC1
46. COc1ccc(C(=O)CSc2nnc(COc3ccccc3)n2Cc2ccco2)cc1
47. CCN(CC)S(=O)(=O)c1cc(NC(=O)NCCCl)ccc1C
Assay by compound	41	42	43	44	45	46	47
Pol iota inh	-13%	9%	96%[activator]	u	8%	-10%	44%[activator]
BLM inh	-7%	2%	-8%	-5%	0%	-8%	3%
RXFP1 antag	-5	3	-5	-4	x	-3	-5
POLH inh	-21%	-12%	-32%	-7%	-13%	-2%	-7%
POLK inh	-14%	-5%	-3%	-7%	-14%[60.1 µM]	-31%	-11%
Tb PGK inh	-6%	-16%	4%	-3%	9%	8%	-12%
Apoferritin bind	-24%	10%	-3%	-19%	-8%	u	1%
APEX1 inh	2%	15%	15%	1%	x	-4%	-5%
POLB inh	3%	-3%	31%	5%	-14%	-3%	7%
